TRPN1 ag = zebrafish TRPN1 (NompC) channel agonism. HEK293 zebrafish TRPN1-YFP, Fluo-8 calcium fluorescence; 100% = response to 87 µM carbachol. activation, % at 3 µM. 220,000 compounds, 0.18% hits. AID 1424;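 active = activation above its plate's cutoff, the mean activation of test wells on that plate plus 3 SD, cut at about 19% in these data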;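 note: 0% = DMSO alone and 100% = 87 µM carbachol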
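Control set: carbachol 87 µM as high control, DMSO as low control; system: HEK293 stable line with zebrafish TRPN1-YFP; read-out: % activation versus carbachol response; detection: intracellular calcium fluorescence with Fluo-8; doses: single test compound dose, 3 µM nominal, 0.3% DMSO; schedule: dye 1 h 37 °C plus 30 min RT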
CHOP inh = CHOP inhibition in unfolded protein response. 220,000 compounds, 3.8% hits. CHO-K1 CHOP-promoter luciferase, tunicamycin-induced, 15-18 h. inhibition, % at 10 µM. AID 2732;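 active = compounds that reduced the stress-induced luciferase reporter signal by more than about 70% of percent inhibition, limit read from the data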;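 note: 0% = tunicamycin plus vehicle and 100% = wells without tunicamycin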
NPY-Y1 PAM-ag = potentiators or agonists of human neuropeptide Y receptor Y1; P25929; NPY-Y1 expressing cells, potentiator/agonist activation; activation, % at 3.6 µM; 220,000 compounds, 0.37% hits; in the data active = activation above about 33%, passing the limit was not always enough;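 note: cells stimulated with NPY at EC10 then isoproterenol at EC100; 0% = low agonist plus stimulus and 100% = saturating agonist plus stimulus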
14-3-3 Bad inh = disrupts binding of bovine 14-3-3 zeta to phospho-Bad peptide; TR-FRET 14-3-3zeta/Dy647-pBad peptide displacement, 1 h; inhibition, % at 21.7 µM; 220,000 compounds, 0.71% hits; AID 781;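 active = inhibition above about 70%, limit read from the data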;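 note: 0% = full 14-3-3 plus peptide FRET controls and 100% = background without 14-3-3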
PPC-1+TRAIL kill = compounds killing PPC-1 cancer cells with TRAIL present (potentiator screen, no TRAIL-free arm). 220,000 compounds, 0.41% hits. PPC-1 cells + TRAIL, ATPLite viability luminescence. cell killing (% activity), % at 4 µM;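 active = cell killing above 50% in the first pass at 4 µM, then a duplicate retest at 5 µM averaging 50% or more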;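 note: plate controls were cells with TRAIL plus DMSO for no effect and medium-only wells lacking cells for full effect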
EP2 antag = blocks the human prostaglandin E2 receptor EP2; P43116; C6 glioma cells expressing human EP2, cAMP TR-FRET; cells stimulated with saturating PGE2; inhibition, % at 25 µM; 260,000 compounds, 0.52% hits;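 active = percent inhibition above 40 after rounding to a whole number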;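 note: rat C6 glioma host cells with rolipram phosphodiesterase inhibitor present; the protocol text gives 20 µM as final concentration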
Target sequence (P43116 whole entry, looked up): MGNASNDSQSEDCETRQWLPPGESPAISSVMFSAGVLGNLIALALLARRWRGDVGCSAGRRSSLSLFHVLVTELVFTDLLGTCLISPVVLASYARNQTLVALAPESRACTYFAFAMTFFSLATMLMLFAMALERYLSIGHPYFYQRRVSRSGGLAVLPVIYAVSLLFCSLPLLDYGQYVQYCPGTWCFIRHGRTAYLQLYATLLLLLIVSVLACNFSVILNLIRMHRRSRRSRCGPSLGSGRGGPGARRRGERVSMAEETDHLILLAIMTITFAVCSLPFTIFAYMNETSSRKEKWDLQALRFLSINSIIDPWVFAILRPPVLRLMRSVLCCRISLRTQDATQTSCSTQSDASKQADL
EP2 modulator = modulates human prostaglandin E2 receptor EP2 signaling | P43116 | AID 940 | 260,000 compounds, 0.83% hits | induction, % at 25 µM | EP2-expressing cells, cAMP HTRF FRET, PGE2 co-stimulation;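 active = compounds whose cAMP rise, as percent of the full-agonist control response, exceeds 60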;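 note: rat C6 glioma line stably carrying human EP2 under a CMV promoter; the protocol text gives 20 µM as final concentration; 100% = response of wells given 1 µM PGE2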
NPY-Y1 antag = blocks the human neuropeptide Y Y1 receptor. P25929. HEK293-CNG Y1 cells, membrane potential fluorescence; NPY at EC95, then isoproterenol. inhibition, % at 3.6 µM. 200,000 compounds, 1% hits. AID 1040;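 active = inhibition above the campaign mean inhibition of all tested compounds plus 3 SD, cut at about 20% in these data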;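 note: 0% = DMSO wells given NPY plus isoproterenol and 100% = isoproterenol alone without NPY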
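System: HEK293 cells with Y1 receptor plus CNG channel / Probe or stimulus: NPY 25 nM then isoproterenol 1 µM plus Ro 20-1724 25 µM / Compound: one concentration, 3.6 µM, in 0.4% DMSO / Schedule: compound incubation 1 h at room temperature, readout 45 min post-stimulation / Measured by: membrane potential fluorescence / Read-out: % inhibition of NPY effect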
TRPML3 agonist = activates the human TRPML3 channel | 220,000 compounds, 0.29% hits | HEK293 TRPML3-YFP, Fluo-8 calcium fluorescence; 100% = the carbachol control signal | activation, % at 3 µM;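 active = activation above its plate's cutoff, the mean activation of the plate's test wells plus 3 SD, cut at about 12% in these data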;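 note: 0% = DMSO only wells and 100% = carbachol wells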
Target sequence (Q8TDD5 whole entry, looked up): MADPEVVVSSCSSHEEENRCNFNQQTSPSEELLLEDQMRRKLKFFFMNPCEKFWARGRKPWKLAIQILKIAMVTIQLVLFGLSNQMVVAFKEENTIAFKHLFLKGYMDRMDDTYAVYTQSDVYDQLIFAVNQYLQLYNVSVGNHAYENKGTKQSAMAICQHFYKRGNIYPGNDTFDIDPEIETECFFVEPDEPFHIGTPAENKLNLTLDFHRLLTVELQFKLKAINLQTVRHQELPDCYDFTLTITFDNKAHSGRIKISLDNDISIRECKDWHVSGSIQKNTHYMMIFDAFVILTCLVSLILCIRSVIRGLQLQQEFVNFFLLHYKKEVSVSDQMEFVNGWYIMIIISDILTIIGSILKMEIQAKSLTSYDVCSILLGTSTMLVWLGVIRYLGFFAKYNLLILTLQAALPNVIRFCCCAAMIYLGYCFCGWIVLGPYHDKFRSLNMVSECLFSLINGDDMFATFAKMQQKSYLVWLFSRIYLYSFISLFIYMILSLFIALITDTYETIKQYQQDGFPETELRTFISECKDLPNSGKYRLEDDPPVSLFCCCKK
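Material: HEK293 cells stably carrying human TRPML3-YFP; compound dosing: single dose, 3 µM final nominal compound, 0.3% DMSO final; incubation: 1-h 37 °C dye load, 5-s basal, 120-s post-compound reads; technique: Fluo-8 intracellular calcium fluorescence, excitation 470-495 nm, emission 515-575 nm; read-out basis: percent activation from peak-to-basal fluorescence ratio, scaled between DMSO and carbachol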
Numbers without * were called inactive; / = no result given; & = joins results of further samples; [ ] = remark or other dose. These rows are one share of the data; rates above refer to the full screens.

SMILES	TRPN1 ag	CHOP inh	NPY-Y1 PAM-ag	14-3-3 Bad inh	PPC-1+TRAIL kill	EP2 antag	EP2 modulator	NPY-Y1 antag	TRPML3 agonist
CCCCC(=O)NC(c1ccccc1Cl)c1c(O)ccc2ccccc12 (configuration not stated)	-1.7	46	16	-9[fluorescence artefact?]	8	9	-35	-3	-0.4
O=C(O)CC(NC(=O)Cc1ccccc1)c1cc([N+](=O)[O-])ccc1Cl (configuration not stated)	1.1	-1	12	-3	-1	9	35	1	1.1
O=C(CSc1nc(-c2ccco2)cc(C(F)(F)F)n1)NC1CCCC1	-0.3	50	-9	-8	-2	9&14	-53&-100	6	0.7
CS(=O)(=O)N1CCC(Oc2ccccc2C(=O)N2CCNC(=O)C2)CC1	-0.2	4	4	4	12	12	14	4	0.4
CCCCCCOC(=O)C1=C(C)NC(=O)NC1c1ccc(O)cc1 (configuration not stated)	-0.1	-32	8	-6	12	14	6	2	-1.0
O=C(OCC(=O)N1CCCCC1)c1cc2ccccc2cc1O	2.2	16	-14	-7	-8	13	-36	0	0.6
Cc1ccc(Cn2c(=O)c3c(nc4n3CCN4Cc3ccco3)n(C)c2=O)cc1	1.8	9	-3	-1	21	6	-10	0	0.8
O=S(=O)(NCc1ccccn1)c1ccc2c(c1)OCCO2	1.8	46	-3	-3	13	7	0	-3	0.6
CCOC(=O)c1c(C)c(C(=O)NCc2ccc3c(c2)OCO3)c(C)n1C	1.1	12	-9	-5	26	6	27	7	0.1
CCOC(=O)CSc1nc2c(sc(=S)n2CCc2ccccc2)c(=O)n1Cc1ccco1	-0.4	-14	-20	-3	8	7	20	35*	-0.4
CCN(CC)S(=O)(=O)c1ccc(N2CCOCC2)c(NS(=O)(=O)c2ccc(OC)cc2)c1	0.4	1	3	-1	32	9	-2	/	0.2
O=C(/C=C/c1ccco1)Nc1ccc(Oc2ccc(Cl)cc2)cc1	2.2	60	-1	-9	6	19	-6	2	1.1
COc1ccc(-c2cc(C(F)F)n3ncc(C(=O)NCC4CCCO4)c3n2)cc1 (configuration not stated)	-0.4	53	-33	2	-4	5	10	29*	0.6
FC(F)(F)c1cc(C(F)(F)F)c2ccc(N/N=C/c3ccccc3)nc2n1	-1.3	13	-2	-6	13	5	2	-4	1.1
COc1cccc(C(=O)Nc2cnc(NC(=O)c3ccco3)cc2C)c1	-0.7	1	-11	6	-3	12&17	15&-31	-10	0.0
COc1ccc(-n2cnnc2SC(C)C(=O)Nc2cccc([N+](=O)[O-])c2)cc1 (configuration not stated)	0.6	24	5	-1[fluorescence artefact?]	11	6	10	19	0.3
N#Cc1c(-c2ccco2)cc(-c2ccc(F)cc2)nc1N	-0.6	42	-4	/	6	9	-16	10	-0.2
Cc1ccc(C(=O)O)cc1S(=O)(=O)N1CCSCC1	-0.6	-29	-10	2[fluorescence artefact?]	-4	7&5	-19&-7	-6	0.8
O=C(N/N=C/c1ccc(-c2ccccc2C(=O)O)o1)c1cccs1	0.6	-14	1	16	22	9	20	-1	0.5
CN(C1CCCCC1)S(=O)(=O)c1ccc(NC(=O)C2CCCCC2)cc1	-0.4	52	-12	9	0	13	-1	-3	0.4
O=C(c1cccs1)N1CCN(c2ccc(F)cc2)CC1	-0.2	18	6	4	19	-1	8	5	-0.2
CS(=O)(=O)Nc1cccc2cccnc12	0.3	-44	0	-7[fluorescence artefact?]	8	13	6	1	1.0
CSCC(=O)Nc1cc(C)on1	1.5	-3	7	5	4	5	-13	/	0.3
CCc1c(C)sc(NC(=O)/C=C/C(=O)O)c1C(N)=O	1.5	9	-5	4	3	1	20	-3	0.6
FC(F)(F)c1cc(-c2cccs2)nc(N2CCOCC2)n1	-1.0	100*	-19	7	20	13	29	0	0.0
Cc1nc(OCC(=O)c2ccc(Cl)cc2)c(C#N)c2c1COC(C)(C)C2	-0.2	39	14	20[fluorescence artefact?]	12	15	14	8	0.4
O=C(CSc1oc(-c2ccc(F)cc2)nc1S(=O)(=O)c1ccc(F)cc1)NCC1CCCO1 (configuration not stated)	1.8	49	-1	41[fluorescence artefact?]	1	10	6	-6	-0.1
CN(C)S(=O)(=O)c1ccc(NC(=O)N2CCN(c3ccccc3Cl)CC2)cc1	-0.6	50	18	5	20	14	5	0	1.1
Cc1cccc(Cn2c(N3CCc4ccccc4C3)nc3c2c(=O)[nH]c(=O)n3C)c1	0.7	3	0	21	1	13	7	1	0.9
Oc1ccc(/C=N/NC(=S)N2CCOCC2)cc1	-0.5	-7	-12	-13	21	6	-17	2	-0.6
O=C(Cc1cccs1)Nc1cccc(C(=O)Nc2ccco2)c1	0.2	20	-30	-1	5	23	-18	-5	0.1
CCCn1c(N2CCOCC2)nc2c1c(=O)[nH]c(=O)n2C	-0.2	4	-4	-7[fluorescence artefact?]	14	1	25	1	0.8
CC(C)C(NS(=O)(=O)c1cccc2nsnc12)C(=O)Nc1nc2ccc(Cl)cc2s1 (configuration not stated)	0.7	88*	-9	-4	-22	/	-5	3	0.8
COc1ccc(OC)c(C2N(c3ccccn3)C(=O)C3CCCN32)c1 (configuration not stated)	1.2	12	-20	1[fluorescence artefact?]	-19	2	34	-6	-0.1
COc1cc(NC2c3ccccc3C(=O)N2c2cc(C)ccn2)cc(OC)c1OC (configuration not stated)	-1.0	-13	-8	3	0	6	9	-2	0.5
CCC/C=C(\CCC)C(NS(=O)(=O)c1ccc(C(F)(F)F)cc1)c1ccccc1 (configuration not stated)	1.2	14	-33	-11	8	21	43	3	1.3
CC(C)C[C@H]1C(=O)N2CCC[C@H]2[C@]2(O)O[C@](NC(=O)[C@@H]3C=C4c5cccc6[nH]c(Br)c(c56)CC4N(C)C3)(C(C)C)C(=O)N12 (some centres not stated)	0.6	56	30	0	16	13	39	-9	0.8
Clc1ccc(C2CC(c3ccco3)n3ncnc3N2)cc1Cl (configuration not stated)	1.3	18	-10	-6[fluorescence artefact?]	10	21	-19	0	0.5
CCn1c(=O)c(=O)n(CC)c2cc(S(=O)(=O)N3CCc4ccccc43)ccc21	-0.7	35	0	1	12	9	-6	6	0.0
Cc1c(Br)c(C(=O)NCc2cc3cc(Cl)ccc3[nH]2)nn1C	2.1	-17	4	-3[fluorescence artefact?]	14	13	-47	-7	0.9
Cc1onc(C(=O)N2CCN(Cc3ccccc3)CC2)c1[N+](=O)[O-]	-0.8	7	-5	-2[fluorescence artefact?]	-16	10	23	0	0.3
N#C/C(C(=O)Oc1ccccc1)=C1\C=CC=CN1	0.2	32	0	-11	9	7	13	7	0.3
COc1ccc(/C=C/CN2CCCC(C(=O)c3cc(F)ccc3F)C2)cc1 (configuration not stated)	1.0	11	-1	-4	8	2	-30	2	0.2
CCc1ccccc1NC(=O)c1cc2sccc2n1C	-2.5	-1	-8	5	14	8	-6	0	-1.1
CCc1cc(C(=O)NNC(=S)NCC2CCCO2)cs1 (configuration not stated)	-0.5	-11	-13	-13[fluorescence artefact?]	13	9	9	2	-0.1
CCOC(=O)c1ccc(S(=O)(=O)N2CCNCC2)cc1	-0.9	4	-10	4	4	8	0	-2	1.0
CCN1CCN(c2cc(C)c3cc(NC(=S)NCCCN4CCc5ccccc5C4)ccc3n2)CC1	1.4	1	-16	-14	34	4	-89	13	2.4
O=C(CSCc1ccc(F)cc1)NCc1ccc2c(c1)OCO2	-0.2	9	-5	-19	5	7	16	8	0.1
CN1C(=O)/C(=C/c2cn(CC(=O)N3CCCCC3)c3ccccc23)c2ccccc21	0.2	12	-4	-10[fluorescence artefact?]	-16	19	-5	-2	-0.3
CCCCCCN1C=CC=C/C1=C/C=C(C#N)C#N	8.1	42	-50	-5	20	14	32	11	4.7
Cc1occc1C(=O)Nc1nnc(-c2cccs2)s1	1.7	81*	6	-5	13	10	-34	0	0.7
COc1ccc(NC(=O)NCCc2cccc(Cl)c2)cc1OC	-0.6	-12	0	-11	-4	6	-45	0	-0.3
Cc1cccc(NC(=O)CSc2c3c(nc4ccccc24)CCC3)n1	-1.1	8	-5	-7	-1	9	-17	-2	-0.4
CCOC(=O)c1cnc(-n2cc(C)cn2)nc1Nc1ccccc1OCC	0.8	-11	-13	4	10	6	30	0	0.3
COc1cc(C(=O)N2CCN(S(=O)(=O)c3cccs3)CC2)cc(OC)c1C	0.2	-15	14	24	-2	6	4	0	-0.5
O=C1c2ccccc2C(=O)N1OCCOCCOCCON1C(=O)c2ccccc2C1=O	1.1	5	-34	-4	13	10	6	0	-0.3
CN(C)CCCOc1ccc(C(C)(C)c2ccccc2)cc1	-0.1	32	-49	38	14	13	-29	23*	1.3

Rewritten with each value named: 4 of the compounds above.
CCOC(=O)c1ccc(S(=O)(=O)N2CCNCC2)cc1
  TRPN1 ag: -0.9
  CHOP inh: 4
  NPY-Y1 PAM-ag: -10
  14-3-3 Bad inh: 4
  PPC-1+TRAIL kill: 4
  EP2 antag: 8
  EP2 modulator: 0
  NPY-Y1 antag: -2
  TRPML3 agonist: 1.0

CCN1CCN(c2cc(C)c3cc(NC(=S)NCCCN4CCc5ccccc5C4)ccc3n2)CC1
  TRPN1 ag: 1.4
  CHOP inh: 1
  NPY-Y1 PAM-ag: -16
  14-3-3 Bad inh: -14
  PPC-1+TRAIL kill: 34
  EP2 antag: 4
  EP2 modulator: -89
  NPY-Y1 antag: 13
  TRPML3 agonist: 2.4

N#C/C(C(=O)Oc1ccccc1)=C1\C=CC=CN1
  TRPN1 ag: 0.2
  CHOP inh: 32
  NPY-Y1 PAM-ag: 0
  14-3-3 Bad inh: -11
  PPC-1+TRAIL kill: 9
  EP2 antag: 7
  EP2 modulator: 13
  NPY-Y1 antag: 7
  TRPML3 agonist: 0.3

Cc1cccc(NC(=O)CSc2c3c(nc4ccccc24)CCC3)n1
  TRPN1 ag: -1.1
  CHOP inh: 8
  NPY-Y1 PAM-ag: -5
  14-3-3 Bad inh: -7
  PPC-1+TRAIL kill: -1
  EP2 antag: 9
  EP2 modulator: -17
  NPY-Y1 antag: -2
  TRPML3 agonist: -0.4

Arranged by value in NPY-Y1 antag (rising): 3 of the compounds above.
Compound | CHOP inh | NPY-Y1 PAM-ag | 14-3-3 Bad inh | EP2 modulator | NPY-Y1 antag | TRPML3 agonist
Cc1c(Br)c(C(=O)NCc2cc3cc(Cl)ccc3[nH]2)nn1C | -17 | 4 | -3[fluorescence artefact?] | -47 | -7 | 0.9
CN1C(=O)/C(=C/c2cn(CC(=O)N3CCCCC3)c3ccccc23)c2ccccc21 | 12 | -4 | -10[fluorescence artefact?] | -5 | -2 | -0.3
CCCCCCOC(=O)C1=C(C)NC(=O)NC1c1ccc(O)cc1 (configuration not stated) | -32 | 8 | -6 | 6 | 2 | -1.0

Screens (PubChem)
